# Source: PubChem BioAssay (National Center for Advancing Translational Sciences (NCATS))
# aSyn yeast inh: inhibitors of alpha-synuclein toxicity in yeast; Yeast expressing alpha-synuclein, growth rescue, BacTiter-Glo, 24 h; Potency, µM (top dose mostly 46.1 µM), for inactives: top-dose growth rescue (activation), hits mostly activators; 0.14% of 370,000 active; also: potency is read from the fitted curve at half-maximal effect; % of control where 0% means no effect; nearly all actives have a fitted effect of over 65% in size
#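 Readout is rescue of growth in alpha-synuclein-expressing yeast, so inhibitors of toxicity appear as activators. Growth after 24 hr at 30 deg C in galactose medium is quantified by luminescence.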
# FUS suppressor: rescues growth of FUS-expressing yeast | S. cerevisiae FUS-expressing, growth rescue, OD600, 24 h | Potency, µM (highest dose often 76.6 µM), inactives show top-dose growth rescue (activation), hits mostly activators | 0.24% of 390,000 active | AID 1347120;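 also: potency is read from the fitted curve at half-maximal effect; plate controls were DMSO vehicle for no effect and reference control for full effect; nearly all actives have a fitted effect of over 55% in size; some results filed as inactive show a strong effect at the top dose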
#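 Compound concentration series was pinned onto galactose-induced FUS-expressing yeast seeded at OD 0.005. Plates sat 24hr at 30C; absorbance at 600 nm gave growth. DMSO served as background control.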
# MmCpn inh: inhibitors of Methanococcus maripaludis chaperonin (MmCpn) | 0.031% of 330,000 active | Potency, µM (top dose mostly 76.9 µM), without a hit: at the highest dose activity, negative = inhibition, usual class: inhibitors | purified Mm-Cpn ATPase, ADP Transcreener TR-FRET; also: potency is read from the fitted curve at half-maximal effect; % is scaled to controls: 0 for no effect and ±100 for the full control effect; nearly all actives have a fitted effect of over 80% in size
#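 Measured: ADP formation by purified Mm-CPN. Conditions: 25 nM protein, 10 uM ATP, Tris pH 7.4 with Mg2+, K+ and DTT, 37°C for 30 min. Detection: Transcreener HTRF after 30 min at room temperature.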
# PTHR1 agonist: activates the human parathyroid hormone receptor PTHR1. Q03431. HEK293 GP2 PTHR1 cells, GloSensor cAMP luminescence, 1 h. Potency, µM (titrated, usually from 115 µM), for inactives: top-dose activation, actives largely listed as activators. 0.075% of 410,000 active; also: potency is read from the fitted curve at half-maximal effect; nearly all actives have a fitted effect of over 55% in size; some results filed as inactive show a strong effect at the top dose; inactives centre near -15; many of its hits are not listed in these tables
# Target sequence (Q03431 whole entry, looked up): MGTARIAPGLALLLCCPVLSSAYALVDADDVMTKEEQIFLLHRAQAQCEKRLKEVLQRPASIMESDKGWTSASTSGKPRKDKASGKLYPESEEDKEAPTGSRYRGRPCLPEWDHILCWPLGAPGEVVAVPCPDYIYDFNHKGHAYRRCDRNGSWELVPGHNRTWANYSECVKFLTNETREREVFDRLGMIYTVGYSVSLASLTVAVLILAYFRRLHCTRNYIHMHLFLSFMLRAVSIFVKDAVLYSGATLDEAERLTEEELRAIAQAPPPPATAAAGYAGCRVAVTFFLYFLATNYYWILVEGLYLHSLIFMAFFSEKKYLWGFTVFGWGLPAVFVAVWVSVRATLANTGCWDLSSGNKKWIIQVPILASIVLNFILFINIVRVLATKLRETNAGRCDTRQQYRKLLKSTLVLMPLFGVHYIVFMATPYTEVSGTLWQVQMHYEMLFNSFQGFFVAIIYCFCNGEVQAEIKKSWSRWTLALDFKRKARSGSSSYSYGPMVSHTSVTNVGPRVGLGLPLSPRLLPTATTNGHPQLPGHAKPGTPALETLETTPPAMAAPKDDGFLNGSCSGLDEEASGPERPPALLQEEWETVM
#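 HEK-293-derived GP2 cells expressing PTHR1 and a GloSensor cAMP reporter, 3,000/well, plated overnight, given luciferin plus IBMX (each 0.5 mM as added) for 1 h at 37 °C, then compound for 1 h at 37 °C. Luminescence was read after 15 min at room temperature.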
# TDP43 rescue: rescues yeast growth from TDP-43 toxicity. TDP-43 expressing yeast growth rescue, BacTiter-Glo, 24 h. Potency, µM (top dose mostly 46.1 µM), without a hit: at the top dose growth rescue (activation), actives largely listed as activators. 1.8% of 410,000 active. AID 652104; also: potency is read from the fitted curve at half-maximal effect; % of control where 0% means no effect; nearly all actives have a fitted effect of over 50% in size
#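 Luminescence from BacTiter-Glo reports growth of TDP-43-expressing yeast after 24 hr at 30 deg C with compound. Cells were raffinose-pregrown to mid-log, then seeded in galactose medium at OD600=0.02.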
# Abeta yeast res: A-beta toxicity reversal in yeast | AID 1347071 | 0.063% of 410,000 active | Potency, µM (titrated, usually from 46.1 µM), inactives show top-dose growth rescue, most hits filed as activators | yeast expressing A-beta42, growth rescue, OD600, 48 h; response scale: 0% DMSO, 100% iron-clioquinol control; also: potency is read from the fitted curve at half-maximal effect; nearly all actives have a fitted effect of over 55% in size
#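 Yeast growth medium received pinned compounds, then yeast cells expressing toxic A-beta were added; plates incubated at 30 C for 48 hr. Growth read as absorbance at 600 nm, normalized to DMSO and equimolar FeCl3 plus clioquinol controls.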
# HEK293 tox: cytotoxic in the GLP-1 receptor inverse agonist counter-screen. HEK293 cAMP-luciferase reporter cells, luminescence, 24 h. Potency, µM (highest dose often 38.3 µM), inactives show at the top dose activity change, negative = inhibition, usual class: inhibitors. 0.13% of 410,000 active;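 also: loss of luciferase light is scored as toxicity; potency is read from the fitted curve at half-maximal effect; % is scaled to controls: 0 for no effect and ±100 for the full control effect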
#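 Cells in DMEM/10% Nu serum/1% pen-strep, 1536-well format. Pre-incubated 12 h, dosed with 23 nL compound, incubated a further 24 h. Luciferase detection, 12 min at room temp, luminescence.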
# GLP1R inv ag: inverse agonists of human GLP-1 receptor | Potency, µM (doses to about 38.3 µM), without a hit: at the top dose activity change, negative = inhibition, actives largely listed as inhibitors | 1.6% of 410,000 active | P43220 | AID 624417 | HEK293 GLP-1R CRE-luciferase, luminescence, 24 h; GLP-1R form is constitutively active; also: potency is read from the fitted curve at half-maximal effect; % is scaled to controls: 0 for no effect and ±100 for the full control effect; nearly all actives have a fitted effect of over 55% in size
# Target sequence (P43220 whole entry, looked up): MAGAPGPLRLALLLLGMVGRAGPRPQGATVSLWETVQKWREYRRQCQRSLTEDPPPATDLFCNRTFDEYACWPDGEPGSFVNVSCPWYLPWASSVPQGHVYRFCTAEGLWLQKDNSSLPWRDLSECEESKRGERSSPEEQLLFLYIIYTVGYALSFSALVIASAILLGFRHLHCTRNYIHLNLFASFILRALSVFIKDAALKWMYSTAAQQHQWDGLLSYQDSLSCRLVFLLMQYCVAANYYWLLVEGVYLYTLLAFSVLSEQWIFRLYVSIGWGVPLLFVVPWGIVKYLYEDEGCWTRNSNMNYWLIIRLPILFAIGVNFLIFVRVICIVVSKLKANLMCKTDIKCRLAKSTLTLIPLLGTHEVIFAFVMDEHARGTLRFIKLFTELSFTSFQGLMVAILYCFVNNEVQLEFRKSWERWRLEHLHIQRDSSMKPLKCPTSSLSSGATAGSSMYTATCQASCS
#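 Inverse agonists were sought by their lowering of basal cAMP reporter luciferase output in HEK293 cells stably carrying constitutively active human GLP-1R, after 24 h compound treatment.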
# pAkt inh: inhibitors of Akt phosphorylation; Neuro2A IGF-stimulated pAkt S473 HTRF, 20 min; hits give low values; activity change, % for hits at 50 µM; 0.32% of 360,000 active; AID 651550; in the data active = activity change below about -80%; inconclusive = mostly about -51% to -80%; also: % is scaled to controls: 0 for no effect and ±100 for the full control effect
#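 Single-point screen (50 µM final compound) in Neuro2A cells stimulated 20 min with 6 nM IGF at 37 deg C. After lysis, Ser473-phosphorylated Akt read by HTRF (ex 330 nm, em 615/665 nm) as the 665/615 ratio.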
# * hit, by the source's call; i = inactive; ? = inconclusive; · = no result given; & = joins results of further samples; [ ] = another dose, or the depositor's remark. Unless noted, calls follow the shape of the dose curve; as a rule, active = well fitted curve in the direction sought with a large enough effect; inconclusive = small, poorly fitted or top-dose-only effect, or another doubt; inactive = no such curve, though single readings can be large; an effect the other way counts as inactive or inconclusive. These rows are one share of the data. The share of hits here may be higher or lower than overall.
# The line under a structure holds: GLP1R inv ag	Abeta yeast res	MmCpn inh	FUS suppressor	aSyn yeast inh	pAkt inh	TDP43 rescue	HEK293 tox	PTHR1 agonist
> CCOC(=O)C1C(C(=O)OC)=C(c2ccc(OC)cc2)c2ccc(OC)cc2N1S(=O)(=O)C(F)(F)F (configuration not stated)
    -23%	-3%	-4%	19%	-20%	i	16%	1%	-11%
> O=C(NCc1ccccn1)c1cccc(NS(=O)(=O)c2cccc(F)c2)c1
    -23%	3%	4%	8%	-5%	i	-17%	-2%	i
> O=C(COC(=O)/C=C/c1ccc2c(c1)OCO2)NC1CCS(=O)(=O)C1 (configuration not stated)
    -16%	4%	0%	-22%	-4%	i	-7%	-15%	i
> Clc1ccc(C2CC(c3cccs3)n3ncnc3N2)cc1Cl (configuration not stated)
    ?	11%	-2%	37%	10%	i	0%	-8%	-25%
> CCOC(=O)c1c(C)[nH]c(C(=O)COC(=O)CNC(=O)c2ccccc2Cl)c1C
    32%[activator]	0%	0%	15%	1%	i	-1%	23%	i
> Cc1cc(C(=O)NNC(=O)c2nn(C)c(=O)c3ccccc23)c(C)o1
    11%	-11%	1%	-25%	6%	i	19%	1%	-18%
> CCCc1ccc(C(=O)O/N=C(\N)c2ccccn2)cc1
    -85%	-27%	0%	12%	-48%[inhibitor]	i	·	?	-37%
> CN1CCc2c(sc3c2c(=O)n(-c2ccc(Cl)cc2)c2nncn32)C1
    1%	9%	-1%	44%	-3%	i	11%	6%	i
> CCOC(=O)C1=C(C)N(CC(C)C)C(=O)/C1=C\c1ccc(OCC(=O)Nc2ccccc2)cc1
    ?	31%	0%	36%	5%	i	18µM*	-2%	-10%[57.5 µM]
> COc1ccccc1NC(=O)Cn1c2ccc(F)cc2c2nc3n(c(=O)c21)CCS3
    -28%	1%	0%	16%	-10%	i	-7%	-16%	-11%
> Cc1nc(CSc2nnc(Nc3cccc(C)c3C)s2)cs1
    -29%	19%	0%	·	28%	i	7.9µM*	12%	i
> COc1ccc(C(=O)NC(=S)NNC(=O)c2ccc3ccccc3n2)cc1
    -22%	-1%	3%	-4%	2%	i	-8%	0%	i
> COc1ccccc1N1CCN(C(=O)CN2C(=O)COc3ccc(S(=O)(=O)N4CCOCC4)cc32)CC1
    10%	-6%	·	13%	4%	·	-11%	1%	-9%
> Cc1cc(C(=O)CSc2nc3ccccc3o2)c(C)n1CC1CCCO1 (configuration not stated)
    ?	10%	1%	3%	1%	·	-5%	21%	-15%[57.5 µM]
> Cc1cc(C)c(S(=O)(=O)NCc2ccccn2)cc1C
    19%	-7%	-1%	-22%	1%	i	12%	6%	-92%
> Cc1ccc(S(=O)(=O)N(C)c2ccc(OCC(=O)OCc3c(C)noc3C)cc2)cc1
    9%	-2%	2%	19%	-1%	i	2%	77%[activator]	-2%[57.5 µM]
> COc1ccc(N2C(=O)C(Cl)=C(Nc3ccccc3OC)C2=O)cc1
    13%	26%	0%	·	-13%	i	4%	-19%	-24%
> Cc1cc(-c2nc3c4c5c(sc4[nH]c(=O)n3n2)CCC5)c(C)o1
    -6%	-4%	-1%	9%	8%	i	25%	-1%	-24%
> CCOc1ccc(N2CC(C(=O)NCCN3C(=O)S/C(=C\c4ccc(OC)cc4)C3=O)CC2=O)cc1 (configuration not stated)
    0%	-8%	0%	·	-8%	i	18%	-11%	-46%[inhibitor]
> COc1ccccc1NC(=O)N1CCCC1C(=O)NCc1ccccc1F (configuration not stated)
    16%	17%	2%	-2%	1%	i	17%	-5%	i
> C=CCOc1ccc(C(=O)Nc2ccccc2C(=O)N2CCCC2)cc1
    -11%	-12%	-4%	·	-2%	i	8%	-5%	i
> CCCc1nc2c3ccccc3ccn2c1Cc1cccc(Cl)c1
    ?	-7%	·	-3%	-1%	i	11%	4%	-17%
> O=C(OC1CCOC1=O)c1cc(-c2ccccc2)nc2ccccc12 (configuration not stated)
    0%	7%	-1%	18%	11%	i	?	1%	-42%[inhibitor]
> CCCCCCN1C[C@@H](O)[C@H](n2cc(COC(=O)c3ccccc3)nn2)C[C@@H]1c1ccc(OC)cc1
    17%	4%	·	3%	7%	i	0%	3%	-26%
> COC(=O)[C@H](C)NC(=O)Nc1ccc(C)c(C)c1
    6%	-7%	-4%	2%	3%	i	2%	-4%	-5%[57.5 µM]
> CCCCCCCCCCOC(=O)Cn1c(COc2ccccc2OC)[n+](C)c2ccccc21
    ?	-81%[inhibitor]	1%	?	-30%[inhibitor]	i	-28%	?	-32%[inhibitor]
> COc1ccc(-c2ccnc3[nH]n(-c4ccccc4)c(=O)c23)cc1
    8%&12%	5%&-9%	-1%	-5%&3%	2%&2%	i	4%&11%	12%&5%	i
> Cc1ccc(C#CC[N+]2(CC#Cc3ccc(C)cc3)CCCCC2)cc1
    ?	-5%	-18%	12%	1%	i	-5%	3%	-32%[inhibitor]
> O=C1CCC/C1=C\Nc1ccc(Cl)c([N+](=O)[O-])c1
    2%	-20%	1%	45%	-3%	i	2%	1%	19%
> Cc1ccc(NC(=O)Cn2nc(C)n3cccc3c2=O)c(C)c1
    19%	-21%	·	-6%	·	·	24%	-5%	19%
> Cc1nc(SCC(=O)NC(=O)NCc2ccccc2)nc(C)c1C
    12%	-10%	1%	13%	8%	i	4%	-6%	-19%[57.5 µM]
> CNC(=O)Nc1cc(C)nn1C
    20%	-16%	-2%	-45%	0%	i	-7%	1%	i
> COc1cccc(NCc2cc(=O)oc3cc(-c4ccccc4)c(O)cc23)c1
    ?	-2%	-4%	-1%	1%	i	-10%	-20%	-27%
> CCOC(=O)c1ccc(NC(=O)c2cccc3c(=O)c4c([nH]c23)CCCC4)cc1
    8%	-15%	·	-20%	·	·	25%[9.22 µM]	0%	-1%
> CCOC(=O)CSc1ccc(S(=O)(=O)N(CC)CC)cc1[N+](=O)[O-]
    -20%	2%	1%	-3%	-3%	i	-10%	1%	i
> COc1cc(/C=N/Nc2nc3ccccc3s2)ccc1OC(=O)c1ccccc1F
    -19%	-8%	-1%	·	-10%	i	4%	?	-60%[inhibitor]
> COc1ccc(/C=C2/C(=O)N(c3c(F)c(F)c(F)c(F)c3F)N=C2C)cc1
    -11%	-65%[inhibitor]	1%	-6%	12%	i	-1%	3%	-10%
> O=C(c1ccccc1Cl)N(C(=O)c1ccccc1Cl)c1nccc(-c2cccs2)n1
    0%	4%	-12%	29%	-4%	i	0%	-2%	i
> COc1ccc(C23NCCN2C(=O)c2ccccc23)cc1 (configuration not stated)
    11%	-1%	-2%	5%	-3%	i	-14%	8%	-2%
> Cc1ccc(CS(=O)Cc2ccc(C(=O)NCCCc3ccccc3)o2)cc1 (configuration not stated)
    -20%	5%	·	21%	1%	i	17%	-2%	i
> Cc1ccc(S(=O)(=O)NC23CC4CC(CC(C4)C2)C3)cc1
    ?	-25%	0%	-3%	-3%	i	?	-11%	-29%
> CC1(C)O[C@@H]2C[C@H]3[C@@H]4C[C@H](F)C5=CC(=O)CC[C@]5(C)[C@H]4[C@@H](O)C[C@]3(C)[C@]2(C(=O)CO)O1
    -25%	-15%	-1%[15.4 µM]	-20%	0%	i	-3%	14%	7%
> O=C(COc1cc2oc(=O)c3c(c2cc1Cl)CCC3)Nc1ccc(CN2CCOCC2)cc1
    12%	9%	0%	-9%	-2%	i	-14%	10%	-18%
> CC1(C)C2(C#N)C(N)=NC3(OCCO3)C12C#N (configuration not stated)
    17%	8%	0%	27%	-6%	i	-10%	0%	?
> Cc1ccc(C)c(N(C(=O)c2csnn2)C(C(=O)NC2CCCCC2)c2ccncc2)c1 (configuration not stated)
    -12%	-16%	-1%	8%	0%	i	-7%	24%	3%

# Results in TDP43 rescue (2 entries from above):
canonical_smiles	TDP43 rescue
CC1(C)O[C@@H]2C[C@H]3[C@@H]4C[C@H](F)C5=CC(=O)CC[C@]5(C)[C@H]4[C@@H](O)C[C@]3(C)[C@]2(C(=O)CO)O1	-3%
COC(=O)[C@H](C)NC(=O)Nc1ccc(C)c(C)c1	2%

# Next part:
# The line under a structure holds: GLP1R inv ag	Abeta yeast res	MmCpn inh	FUS suppressor	aSyn yeast inh	pAkt inh	TDP43 rescue	HEK293 tox	PTHR1 agonist
> O=C(Cc1cccc(NC(=O)C2CCN(C(=O)C3CC3)CC2)c1)Nc1cccc(C(=O)N2CCCCC2)c1
    1%	3%	·	6%	5%	i	14%	-13%	-10%
> CCOC(=O)Cn1c2ccc(F)cc2c2nc(C)sc21
    -8%	6%	-1%	-17%	-4%	i	30%	15%	i
> CCCCn1c(N)c(N(CCOC)C(=O)c2c(-c3ccccc3)noc2C)c(=O)[nH]c1=O
    8%	5%	2%	18%	-5%	i	2%	-2%	-11%
> O=c1[nH]c(/C(Cl)=C/c2cccc(C(F)(F)F)c2)nc2cc(Cl)ccc12
    22%	-4%	2%	2%	-4%	i	-6%	6%	-3%
> COc1cccc(NC(=O)c2cn(C)c(=O)c3cc(OC)c(OC)cc23)c1
    17%	-21%	-2%	18%	-17%	i	0%	-6%	i
> CCCSc1ccc([C@@H]2[C@@H]3C(=O)N(CC)C(=O)[C@@H]3[C@]3(C(=O)OC)CCCCN23)cc1
    ?	?	-6%	?	?	i	?	0%	0%
> CC(=O)C1=C(C)N(CC2CC2)C(=O)N[C@H]1c1ccccc1
    -9%	-4%	1%	-24%	4%	i	0%	5%	i
> O=C(/C=C/c1ccccc1[N+](=O)[O-])OCC(=O)N1CCN(c2ccccc2)CC1
    9%	-5%	·	24%	7%	i	19%	-11%	-29%
